From PubChem BioAssay
DENV2 CPE = inhibitors of DENV2 cytopathic effect, primary screen, cell-based, plate reader, single concentration; DENV2-infected cells, cytopathic effect rescue; CPE inhibition, % at 9.99 µM; 1.7% of 350,000 active; AID 651640, 2012; in the data active = CPE inhibition above about 20%, passing the limit was not always enough; inconclusive = no clear call, values can overlap the other calls; tested in BHK-21 cells;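 note: 0% = median of neutral control wells and 100% = median of positive control wells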
C2C12 statin = suppressors of statin myotoxicity in C2C12 myotubes, primary screen, cell-based, single point, plate reader; C2C12 myotubes + simvastatin, ATP luminescence, 48 h; scaled: DMSO 0, geranylgeraniol control 100; rescue of ATP level, % at 7.49 µM; 0.78% of 330,000 active;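 active = mean ATP rescue above about 67%, or every replicate alone reaching that limit, limit read from the data, passing the limit was not always enough; inconclusive = no clear call, values can overlap the other calls; inactive = mean under the limit and some replicate under it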;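 note: myotubes were challenged with 10 µM simvastatin during compound exposure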
S100A4 inh HTS = inhibitors of S100A4-myosin IIA peptide binding, primary screen, biochemical, fluorescence polarization, TAMRA-MyoIIA peptide. Protein S100-A4 (Homo sapiens), P26447. AID 652163, 2013. inhibition, % at 10.7 µM. 0.14% of 360,000 active;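 active = mean inhibition of at least 70% across replicates, with every replicate also reaching that level; inconclusive = mean inhibition reaches 70% but some replicates fall short; inactive = mean inhibition below 70%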
Target sequence (P26447 whole entry, looked up): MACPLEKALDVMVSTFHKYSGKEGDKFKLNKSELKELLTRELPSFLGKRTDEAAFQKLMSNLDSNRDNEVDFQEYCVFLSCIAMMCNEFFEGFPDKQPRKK
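Material: S100A4 monomer protein / Buffer or medium: 50 mM HEPES pH 7.2, 10 mM CaCl2, 100 mM KCl / Times: 5 min incubation before reading / Benchmarks: neutral control DMSO, positive control TFP / Reagent: labelled myosin peptide probe, 5 nM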
E-sel inducer = E-selectin induction in HUVECs, primary screen, imaging, HUVEC, immunofluorescence imaging, single point. normalized: neutral wells 0, TNF-alpha wells 100. AID 686992, 2013. activation, % at 7.58 µM. P16581. 0.37% of 260,000 active;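 active = mean E-selectin-positive cell signal at least 10% of the positive control, reached in at least 60% of replicates, without over 20% cell loss; inconclusive = no rule given, readout overlaps actives, possibly toxicity-flagged; inactive = the rest, including those meeting only one limit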;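 note: in these data hits start at about 27%; measured in HUVEC primary endothelial cells; signal is the percent of cells scored E-selectin positive by PE staining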
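Test system: HUVEC | Signal: Immunofluorescence imaging | Read-out: Percent E-selectin-positive cells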
SIRT5 inh = SIRT5 desuccinylase inhibitors, primary screen, biochemical, fluorescence imaging, single point, set 5. NAD-dependent protein deacylase sirtuin-5, mitochondrial (Homo sapiens), Q9NXA8. inhibition, % at 15 µM. Purified SirT5, succinyl-peptide AMC, trypsin-coupled fluorescence. 1.1% of 330,000 active; in the data active = inhibition above about 15%; inconclusive = no clear call, values can overlap the other calls
Target sequence (Q9NXA8 whole entry, looked up): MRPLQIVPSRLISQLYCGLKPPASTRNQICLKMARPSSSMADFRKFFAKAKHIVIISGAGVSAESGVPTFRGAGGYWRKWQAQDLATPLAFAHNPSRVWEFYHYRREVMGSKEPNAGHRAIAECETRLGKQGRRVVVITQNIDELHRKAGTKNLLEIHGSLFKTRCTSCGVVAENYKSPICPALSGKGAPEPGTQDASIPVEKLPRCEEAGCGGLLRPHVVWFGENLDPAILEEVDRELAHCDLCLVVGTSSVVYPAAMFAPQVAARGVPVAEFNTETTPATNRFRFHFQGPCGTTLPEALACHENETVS
PglD DTNB = C. jejuni PglD acetyltransferase inhibitors, primary screen, biochemical, DTNB colorimetric, single point; purified PglD enzyme, DTNB colorimetric CoA detection; inhibition, % at 12.5 µM; 0.098% of 360,000 active; AID 602405, 2012; in the data active = inhibition above about 16%, passing the limit was not always enough; inconclusive = no clear call, values can overlap the other calls; note: strong numbers were not always called active
ERp5 block = inhibitors of ERp5-driven insulin aggregation, primary screen, biochemical, turbidity, absorbance 650 nm, single point; Protein disulfide-isomerase A6 (Homo sapiens), Q15084; 90 min; inhibition, % at 9.99 µM; 0.05% of 350,000 active; AID 651711, 2012;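 active = mean replicate inhibition above about 25%, with every replicate also reaching it, limit read from the data, passing the limit was not always enough; inconclusive = only one of those two criteria met; inactive = neither criterion met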
Target sequence (Q15084 whole entry, looked up): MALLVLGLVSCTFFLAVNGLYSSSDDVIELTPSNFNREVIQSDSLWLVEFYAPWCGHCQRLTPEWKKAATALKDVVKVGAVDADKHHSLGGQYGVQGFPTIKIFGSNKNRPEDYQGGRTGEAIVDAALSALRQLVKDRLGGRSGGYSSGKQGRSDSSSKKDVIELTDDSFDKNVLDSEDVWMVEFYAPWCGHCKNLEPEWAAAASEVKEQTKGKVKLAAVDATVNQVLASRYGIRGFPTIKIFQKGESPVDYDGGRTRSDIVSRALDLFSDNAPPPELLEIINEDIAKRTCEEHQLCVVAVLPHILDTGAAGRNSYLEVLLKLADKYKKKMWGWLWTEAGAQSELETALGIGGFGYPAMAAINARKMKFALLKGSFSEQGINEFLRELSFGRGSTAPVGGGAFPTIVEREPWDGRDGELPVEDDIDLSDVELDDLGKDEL
Active calls of the source: *; u = inconclusive; x = not tested or not shown; & = joins results of further samples. Only part of the results is shown. The share of hits here may be higher or lower than overall.

SMILES | DENV2 CPE | C2C12 statin | S100A4 inh HTS | E-sel inducer | SIRT5 inh | PglD DTNB | ERp5 block
COc1ccc(Cn2c(-c3ccc(C)cc3)c[n+]3ccccc23)cc1 | -3.1 | x | 2.5 | 7.3 | -4.9 | x | -1.4
Cc1cc(S(=O)(=O)N2CCCCC2)ccc1OCC(=O)Nc1ccccc1 | -5.6 | x | -0.3 | -0.9 | 0.8 | -0.2 | 2.5
N/C(=N\OC(=O)c1ccc2c(c1)OCO2)c1ccc(Cl)cc1 | -2.0 | 0.2 | -2.9 | x | 3.9 | -5.4 | 0.1
O=C(/C(=C/c1cccnc1)n1ccnc1)c1ccc(Cl)cc1Cl | 1.2 | -13.2 | 2.0 | x | 0.3 | x | 2.7
O=C1C(=O)N(c2ccc(O)cc2)C(c2ccccc2[N+](=O)[O-])/C1=C(\O)c1ccccc1 (stereo not drawn) | 10.1 | 0.0 | -18.8 | x | 0.6 | -2.5 | -0.8
COc1ccc(C(=O)NC2CCCc3c2cnn3-c2ccccc2F)cc1OC (stereo not drawn) | -3.3 | -2.2 | 2.6 | x | -0.1 | 0.1 | 8.3
CCCNC(=O)C[C@H]1C[C@@H]2c3cc(NC(=O)C4CCOCC4)ccc3O[C@@H]2[C@@H](CO)O1 | 1.8 | -1.7 | -1.5 | 0.6 | -5.9 | 2.8 | -0.2
Cc1[nH]c2ccccc2c1CC(=O)Nc1ccc(Nc2ccccc2)cc1 | 2.9 | x | 3.7 | 2.6 | x | x | 3.2
CC1(C(=O)Nc2c(F)c(F)c(F)c(F)c2F)CC1(Br)Br (stereo not drawn) | 2.3 | -7.3 | 0.8 | x | 11.3 | -2.6 | 0.9
Cc1ccc2cc(CCNC(=O)c3c(-c4ccccc4Cl)noc3C)c(=O)[nH]c2c1 | 3.0 | 7.9 | 1.1 | 3.1 | 2.7 | -2.8 | -2.9
CCc1cccc(OCC(=O)Nc2c[nH]c(=O)[nH]c2=O)c1 | -0.2 | x | -1.5 | -0.2 | -4.7 | x | 3.8
O=C(O)C[C@@H]1C[C@H]2c3cc(NS(=O)(=O)c4ccc(F)cc4)ccc3O[C@H]2[C@@H](CO)O1 | 1.4 | 4.7 | 3.4 | 0.5 | -2.2 | -1.9 | -4.5
O=C(CSc1nc(-c2cccs2)cc(C(F)(F)F)n1)NCCCn1ccnc1 | 7.7 | -36.2 | 0.6 | x | -3.4 | 7.4 | -3.0
O=C1c2ccccc2C(=O)c2c1ncn2-c1ccccc1 | x | 5.6 | x | -0.5 | x | 4.5 | x
CS(=O)(=O)c1ccc2nc(NC(=O)Nc3ccc(Cl)cc3)sc2c1 | 17.0 | x | 2.1 | x | 2.2 | x | 2.9
CCOC1=C(C#N)CC2(CC1)c1ccccc1-c1ccccc12 | -3.6 | -11.2 | -4.9 | 0.4 | -3.4 | -0.2 | 0.8
O=C(C[C@@H]1CC[C@@H](NS(=O)(=O)c2ccc(F)cc2)[C@H](CO)O1)N1CCN(c2ccccc2)CC1 | 0.2 | 9.4 | 1.1 | -0.1 | -8.5 | 3.9 | -1.9
Cc1ccc(NC(=O)CN2C(=O)NC3(CCCC3)C2=O)c(Cl)c1 | 0.1 | 4.6 | -0.9 | x | -2.0 | -3.8 | 3.5
CC1CCN(C(=O)CSc2nnc(-c3cccnc3)n2C2CCCCC2)CC1 | u | x | 2.6 | x | -2.8 | x | -2.2
COc1cc(Cl)ccc1OCc1cc(C(=O)N(C)C2CCOC2)no1 (stereo not drawn) | 3.1 | 4.8 | -5.1 | 0.1 | -1.1 | -0.8 | 4.2

An excerpt from above in order of their number in PglD DTNB, ascending:
| mol | PglD DTNB |
| --- | --- |
| CC1(C(=O)Nc2c(F)c(F)c(F)c(F)c2F)CC1(Br)Br (stereo not drawn) | -2.6 |
| Cc1cc(S(=O)(=O)N2CCCCC2)ccc1OCC(=O)Nc1ccccc1 | -0.2 |
| O=C(C[C@@H]1CC[C@@H](NS(=O)(=O)c2ccc(F)cc2)[C@H](CO)O1)N1CCN(c2ccccc2)CC1 | 3.9 |

(next part)
SMILES | DENV2 CPE | C2C12 statin | S100A4 inh HTS | E-sel inducer | SIRT5 inh | PglD DTNB | ERp5 block
CC(=O)NC(Cc1ccc(C)cc1)C(=O)NC1CCN(C(=O)NCc2ccccc2)CC1 (stereo not drawn) | -6.7 | 6.4 | 1.5 | x | 1.8 | -9.6 | 1.2
CN1C(=O)c2cc(NS(C)(=O)=O)ccc2OC[C@H]2O[C@H](CC(=O)NCc3ccccc3)CC[C@@H]21 | -12.5 | -14.1 | 0.4 | 0.5 | 5.9 | -35.6 | 9.1
O=C(N=C1SC2CS(=O)(=O)CC2N1c1ccc(Br)cc1)C1CCCO1 (stereo not drawn) | 0.9 | 25.3 | 0.1 | x | -4.1 | -0.9 | -4.8
C=CCc1cc(C)ccc1OCCOCCN1CCN(C)CC1 | 9.0 | 13.0 | 1.6 | 0.5 | -3.7 | 3.3 | 0.1
CNc1nc(C)c([N+](=O)[O-])c(Nc2ccc(OC)cc2)n1 | -5.3 | 1.3 | -4.2 | x | -1.0 | -2.9 | 2.6
C[C@@H]1CCCCO[C@@H](CN(C)S(=O)(=O)c2cn(C)cn2)[C@@H](C)CN([C@H](C)CO)C(=O)c2cc(NC(=O)c3ccncc3)ccc2O1 | 12.0 | x | -11.6 | -0.4 | 0.3 | -2.4 | -1.8
CN(C)NC(=O)c1ccc([N+](=O)[O-])s1 | 4.8 | x | 3.3 | x | -2.4 | x | 1.2
Cc1c(Cl)ccc(S(=O)(=O)Nc2cccnc2)c1Cl | -2.0 | 13.6 | -4.3 | 0.2 | -1.1 | 5.7 | -0.6
O=C(O)C1CCCCC1C(=O)NC1C2CC3CC(C2)CC1C3 (stereo not drawn) | 1.1 | 1.9 | 0.7 | x | -2.9 | -0.2 | 1.2
c1ccc2[nH]c(CCCCc3nc4ccccc4[nH]3)nc2c1 | -2.7 | 1.6 | -4.2 | x | -6.8 | 1.4 | 1.6
CCCS(=O)(=O)c1c(S(=O)(=O)CCC)c2ccc(C(C)=O)cn2c1C(=O)OC | x | x | 2.2 | x | -6.4 | x | 2.6
O=C(CS(=O)(=O)c1ccccc1)Nc1cccnc1 | -8.0 | x | 4.3 | 0.2 | 1.7 | x | 3.1
NC(=O)COC(=O)[C@H](Cc1ccccc1)NS(=O)(=O)c1ccc2c(c1)OCCO2 | 5.1 | 5.7 | -3.2 | -0.1 | 2.6 | 3.7 | 3.3
Cc1noc(C)c1NC(=O)N(C)C[C@H]1OCCCC[C@@H](C)Oc2ccc(NS(=O)(=O)c3ccccc3)cc2C(=O)N([C@H](C)CO)C[C@H]1C | 69.9* | x | -11.7 | -0.1 | -2.2 | -1.1 | 0.9
CC1(CN2CCCC2)CCC(NC(=O)C(c2ccccc2)c2ccccc2)C(C)(C)O1 (stereo not drawn) | 0.8 | x | -2.2 | 0.1 | x | x | -13.9
CCCn1c(N)c(C(=O)CSc2nc3ncc(Cl)cc3[nH]2)c(=O)[nH]c1=O | -2.9 | 7.4 | -4.6 | -0.4 | -1.4 | -1.2 | 1.0
COc1ccccc1S(=O)(=O)N[C@H]1C=C[C@H](CC(=O)N2CCOCC2)O[C@H]1CO | -6.1 | 2.1 | 5.8 | 0.0 | 2.2 | 7.9 | -4.5
COc1ccc(/C(C)=N/Nc2nc3ccccc3n3cnnc23)cc1OC | -7.7 | x | 1.8 | 0.8 | 3.1 | x | 2.4
COc1ccc(C2=NN(C(=O)CSc3nnc(C)c(=O)n3N)C(c3ccco3)C2)cc1 (stereo not drawn) | -1.1 | x | -3.7 | 0.1 | x | x | 3.8
Cc1ccc(S(=O)(=O)N(C)C[C@@H]2Oc3ccc(NC(=O)C4CC4)cc3CC(=O)N([C@H](C)CO)C[C@@H]2C)cc1 | -6.0 | -10.3 | 1.2 | 0.4 | -0.5 | -9.3 | 0.1

3 compounds drawn at random from those above, as already listed:
SMILES | DENV2 CPE | C2C12 statin | S100A4 inh HTS | E-sel inducer | SIRT5 inh | PglD DTNB | ERp5 block
Cc1c(Cl)ccc(S(=O)(=O)Nc2cccnc2)c1Cl | -2.0 | 13.6 | -4.3 | 0.2 | -1.1 | 5.7 | -0.6
c1ccc2[nH]c(CCCCc3nc4ccccc4[nH]3)nc2c1 | -2.7 | 1.6 | -4.2 | x | -6.8 | 1.4 | 1.6
C[C@@H]1CCCCO[C@@H](CN(C)S(=O)(=O)c2cn(C)cn2)[C@@H](C)CN([C@H](C)CO)C(=O)c2cc(NC(=O)c3ccncc3)ccc2O1 | 12.0 | x | -11.6 | -0.4 | 0.3 | -2.4 | -1.8

The list goes on.
SMILES | DENV2 CPE | C2C12 statin | S100A4 inh HTS | E-sel inducer | SIRT5 inh | PglD DTNB | ERp5 block
CC/C(=N/N=C(\CC)c1ccccc1)c1ccccc1 | 7.2 | x | -4.9 | 4.7 | -1.2 | x | -7.0
C[C@@H]1CCCCO[C@@H](CN(C)Cc2ccncc2)[C@H](C)CN([C@H](C)CO)C(=O)c2cc(NC(=O)C3CCCCC3)ccc2O1 | -6.4 | -15.1 | 0.5 | 0.0 | 4.1 | -3.0 | 4.4
COc1ccc(S(=O)(=O)N(C)C[C@H]2Oc3c(cccc3N(C)C)C(=O)N([C@H](C)CO)C[C@@H]2C)cc1 | -3.3 | -20.0&-11.4 | -4.3 | -0.2&0.0 | -2.3 | 0.1&-2.1 | -3.8
C=CCSc1nnc(NC(=O)C2CC(=O)N(c3ccc4c(c3)OCCO4)C2)s1 (stereo not drawn) | 6.0 | 5.9 | -2.0 | 0.5 | 3.3 | -3.6 | -3.6
N#Cc1ccc(Nc2nc(NCc3ccccc3)nc3ccsc23)cc1 | -2.3 | -8.1 | -8.6 | 0.2 | 4.7 | -3.2 | 1.4
CC(NC(=O)C12CC3CC(CC(C3)C1)C2)c1ccc(F)cc1 (stereo not drawn) | -0.2 | 0.8 | -13.6 | x | -2.6 | x | 2.0
CCc1nc(CN2CCCC(C(=O)Nc3ccc(-c4cccc(OC)c4)cc3)C2)c(C)[nH]1 (stereo not drawn) | -2.8 | -7.9 | 0.0 | 0.0 | x | 0.0 | -3.8
Cc1ccc(-c2ccc(CN3C(C)C(=O)N(Cc4cn(CC5CCCCC5)nn4)CCS3(=O)=O)cc2)cc1 (stereo not drawn) | 7.5 | 3.3 | 1.3 | x | -1.7 | 1.5 | 14.1
CN(C)C(=O)c1ccc(-c2ccc3c(c2)[C@H]2[C@H](CCN2C(=O)c2ccccc2)[C@H](CO)N3)cc1 | 1.0 | 9.9 | -36.2 | -0.5 | -3.4 | 1.4 | -6.6
O=C(N[C@@H]1CC[C@H](CCn2cc(C3(O)CCCC3)nn2)O[C@H]1CO)C1CCOCC1 | -3.0 | 16.2 | 11.9 | -0.1 | -6.0 | 0.4 | 0.5
COc1ccc2[nH]c(=O)c(C(c3nnnn3C(C)(C)C)N(Cc3ccco3)CC3CCCO3)cc2c1 (stereo not drawn) | 4.5 | -15.1 | 0.8 | x | -6.2 | 8.3 | -5.9
CNc1ccc(C(=O)OCC(=O)NCc2ccc3c(c2)OCO3)cc1[N+](=O)[O-] | 1.2 | -0.8 | -1.3 | 0.2 | 0.0 | -3.6 | -5.2
CC12CCC(C[N+](C)(C)C1)C2(C)C (stereo not drawn) | -2.2 | 9.9 | -2.1 | x | 0.3 | -1.3 | 0.8
Cc1ccc(S(=O)(=O)N2CCN(CC(=O)N3CCOCC3)CC2)cc1 | 1.2 | x | -0.7 | x | -1.3 | -4.6 | 5.0
COc1ccc(NC(=O)N2CCCCN3[C@H](CO)[C@H](c4ccc(C#CCC(C)C)cc4)[C@H]3C2)cc1 | -26.1 | -10.2 | -70.6 | -0.6 | 2.4 | 7.8 | 5.7
